# Compound activity deposited in PubChem BioAssay by several laboratories.
# Y pestis TopoI = Yersinia pestis topoisomerase I inhibitors, primary screen, biochemical, cleavage product accumulation, plate reader, single point; activity, % at 10 µM; Y. pestis Topo-I cleavage product accumulation; DNA topoisomerase I (Yersinia pestis CO92); 0.064% of 360,000 active; in the data active means activity above about 50%, passing the limit was not always enough; further: inactives centre near 2
# TcdB GH inh = TcdB glycohydrolase inhibitors, primary screen, biochemical, single point, plate reader | TcdB glycohydrolase enzymatic assay | inhibition, % at 9.99 µM | 0.24% of 350,000 active; in the data active means inhibition above about 10%
# VHR inh abs = VHR1 phosphatase inhibitors, primary screen, biochemical, absorbance, uHTS; 0.52% of 290,000 active; AID 1654, 2009; inhibition, % at 13.3 µM; Dual specificity protein phosphatase 3 (Homo sapiens), P51452; recombinant VHR phosphatase, pNPP absorbance; in the data active means inhibition above about 50%; further: some compounds called inactive have numbers as strong as hits
# Target sequence (P51452 whole entry, looked up): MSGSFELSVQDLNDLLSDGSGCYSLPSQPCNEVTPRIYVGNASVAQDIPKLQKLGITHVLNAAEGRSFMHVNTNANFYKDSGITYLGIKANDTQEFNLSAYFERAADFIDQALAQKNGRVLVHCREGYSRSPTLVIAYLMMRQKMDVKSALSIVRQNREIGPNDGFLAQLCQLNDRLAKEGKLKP
# MazEF act = activators of E. coli MazEF toxin-antitoxin RNase, primary screen, biochemical, fluorescence, uHTS; activation, % at 20 µM; Endoribonuclease toxin MazF (Escherichia coli (strain K12)), P0AE70; FAM/BHQ RNA-DNA oligo cleavage fluorescence, 5 h; 0.32% of 350,000 active; in the data active means activation above about 50%
# Target sequence (P0AE70 whole entry, looked up): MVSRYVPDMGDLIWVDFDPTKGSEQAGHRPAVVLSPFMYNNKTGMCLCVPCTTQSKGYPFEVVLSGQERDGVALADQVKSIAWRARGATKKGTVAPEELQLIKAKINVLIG
# Anthrax LF prot = Bacillus anthracis LF protease inhibitors, primary screen, biochemical, multiplex microsphere, MLPCN library | Lethal factor (Bacillus anthracis), P15917 | multiplex microsphere protease cleavage assay | inhibition, % at 10 µM | 0.12% of 360,000 active; in the data active means inhibition above about 30%; further: plate controls were buffer without enzyme for full effect and enzyme alone for no effect
# Target sequence (P15917 whole entry, looked up): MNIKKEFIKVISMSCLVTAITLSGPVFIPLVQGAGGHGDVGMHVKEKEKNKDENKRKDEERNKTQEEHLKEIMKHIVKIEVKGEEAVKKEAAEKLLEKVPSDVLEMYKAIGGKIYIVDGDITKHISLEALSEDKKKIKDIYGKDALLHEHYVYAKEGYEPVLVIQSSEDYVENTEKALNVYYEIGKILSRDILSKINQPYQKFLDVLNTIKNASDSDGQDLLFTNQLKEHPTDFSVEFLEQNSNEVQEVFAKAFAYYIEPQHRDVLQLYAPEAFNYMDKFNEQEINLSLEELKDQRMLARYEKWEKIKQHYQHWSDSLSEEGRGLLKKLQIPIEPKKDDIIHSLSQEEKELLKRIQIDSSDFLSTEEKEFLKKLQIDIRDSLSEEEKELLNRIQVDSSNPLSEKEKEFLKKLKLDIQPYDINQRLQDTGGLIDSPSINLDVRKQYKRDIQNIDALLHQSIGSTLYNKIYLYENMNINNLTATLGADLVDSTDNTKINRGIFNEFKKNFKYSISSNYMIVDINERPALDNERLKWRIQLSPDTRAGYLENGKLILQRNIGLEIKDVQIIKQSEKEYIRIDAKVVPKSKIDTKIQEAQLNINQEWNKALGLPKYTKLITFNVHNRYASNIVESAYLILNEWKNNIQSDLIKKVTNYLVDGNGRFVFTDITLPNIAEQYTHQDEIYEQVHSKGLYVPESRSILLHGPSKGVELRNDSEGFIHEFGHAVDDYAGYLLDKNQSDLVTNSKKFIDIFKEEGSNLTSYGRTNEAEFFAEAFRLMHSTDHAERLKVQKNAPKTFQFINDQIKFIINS
# PfHsp40 rescue = rescue of yeast from PfHsp40 toxicity, primary screen, S. cerevisiae, ATP luminescence; 0.68% of 340,000 active; AID 504582, 2011; growth rescue, % at 12.5 µM; S. cerevisiae expressing PfHsp40, growth rescue; in the data active means growth rescue above about 28%, passing the limit was not always enough;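 further: yeast W303a lacking pdr1 and pdr3 grown in galactose medium; growth measured after three days at 30 °C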
# 3CLpro inhibitor = SARS-CoV 3CLpro protease inhibitors, primary screen, biochemical, quenched FRET; Replicase polyprotein 1ab (Severe acute respiratory syndrome coronavirus), P0C6X7; recombinant SARS-CoV 3CLpro, quenched FRET peptide cleavage; inhibition, % at 6 µM; 0.14% of 290,000 active; AID 1706, 2009; in the data active means inhibition above about 12%
# Rv3671c inh = Rv3671c serine protease inhibitors, primary screen, biochemical, fluorescence polarization, M. tuberculosis H37Rv. inhibition, % at 5.96 µM. 0.048% of 320,000 active; in the data active means inhibition above about 38%;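 further: extracellular domain of Rv3671c used as enzyme; 0% = enzyme with DMSO and 100% = no enzyme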
# BH1578 lux ind = inducers of Vibrio cholerae quorum light production without autoinducers, primary screen, BH1578 luxS cqsA deficient, single point; V. cholerae BH1578 lux reporter, luminescence, 6 h; activation, % at 18.7 µM; 0.16% of 350,000 active; in the data active means activation mostly above about 9.7%, no sharp cut-off; further: not every result past the cut was called active; inactives centre near 0; reference of the scale not given here
# SSB-PriA inh = inhibitors of Klebsiella pneumoniae PriA binding to SSB C-terminal tail, primary screen, biochemical, AlphaScreen; AlphaScreen SSBct-PriA binding, biotinylated peptide; 0.6% of 430,000 active; AID 1272365, 2023; inhibition, % at 33 µM; PriA–SSB C-terminal tail interaction (Klebsiella pneumoniae); in the data active means inhibition mostly above about 37%, no sharp cut-off; inactive means mostly below about 20%;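 further: plate controls were negative control peptide for no effect and reference peptide for full effect; strong numbers were not always called active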
# Starred values were filed as active, the others as inactive; i = inactive; . = no result given. An excerpt, so the mix of outcomes need not match the whole.
SMILES,Y pestis TopoI,TcdB GH inh,VHR inh abs,MazEF act,Anthrax LF prot,PfHsp40 rescue,3CLpro inhibitor,Rv3671c inh,BH1578 lux ind,SSB-PriA inh
COCc1nnc(SCC(=O)NC(C)c2ccccc2)n1-c1ccccc1 (stereo unspecified),-4,-0.6,-5,-4,-3,1.3,1,-3,5.9,4
Cc1cc(NC(=O)c2ccc(F)cc2)n(-c2ccccn2)n1,0,-0.2,24,-11,-3,1.1,-2,-4,0.2,-6
COc1cc(C(=S)N2CCOCC2)ccc1OC(=O)c1cc(OC)c(OC)c(OC)c1,3,0.4,2,1,-7,-0.8,2,-2,-18,14
Nc1cc(S(=O)(=O)c2ccc(O)c(N)c2)ccc1O,-1,2.3,19,7,-10,0.4,-3,3,-0.7,5
Cc1ccccc1-c1cc2nc(NCc3ccc(N(C)C)cc3)n(C)c(=O)c2s1,24,1.4,.,.,-2,.,.,.,-0.1,.
CCOc1ccc(S(=O)(=O)N(C)CC(=O)N2CCCC2)cc1,2,-0.6,13,8,-6,-0.8,-4,1,-1.7,-17
CCC(=O)c1ccc(OCC(=O)Nc2cc(S(=O)(=O)N3CCCCC3)ccc2OC)cc1,26,-0.2,-9,-5,-1,4.1,2,-15,i,-6
O=C(N/N=C\c1cc2c(cc1[N+](=O)[O-])OCO2)c1cccs1,-3,-0.9,2,6,-7,-0.6,1,.,-0.2,.
CCOC(=O)c1cc(S(=O)(=O)NC2CCN(C(=O)OCC)CC2)cn1C,1,.,29,-19,-5,4.9,-4,-6,.,2
O=C1NC(=S)SC1=Cc1ccc(N(CCCl)CCCl)cc1,15,1.0,.,-913,4,-0.9,.,.,-1.7,6
Cc1ccc(O)c(Sc2cc(C)ccc2O)c1,-4,.,-8,8,-1,4.6,8,4,0.4,1
CC(C)(C)OC(=O)NCCOC(=O)c1[nH]cnc1C(=O)NCc1ccccc1,-4,-2.5,.,5,-2,0.2,.,-5,i,0
O=C(CCCCC(=O)Nc1ccc(F)cc1)Nc1ccc(F)cc1,1,0.0,13,0,-14,0.2,-6,2,4.6,1
COc1ccc(CNCCC(c2ccccc2)c2ccc(OC(C)C)cc2)cc1OC (stereo unspecified),8,0.2,.,23,2,-0.7,-2,-9,-1.1,22
CCN(CCN(C)C)C(=O)Cn1ncc2c1-c1cc(C)ccc1OC2,-4,0.4,5,-11,4,0.4,2,0,i,-13
COc1ccc(/C=C2\CN(Cc3ccccc3)C/C(=C\c3ccc(OC)c(O)c3)C2=O)cc1O,8,1.2,16,-9,0,-1.4,-5,18,0.4,-3
CCC(=O)c1c(NC)cc(C)oc1=O,4,-0.7,-3,5,-1,-0.1,5,4,i,3
O=C1NC(=O)C2(CCCC2c2ccccc2)N1 (stereo unspecified),1,1.1,.,1,0,0.9,.,.,i,-3
CC(C)CCNC(=O)C1CCCCN1S(=O)(=O)c1ccc(F)cc1 (stereo unspecified),6,0.6,4,-5,-2,0.0,-8,-5,6.7,-8
CCOC(=O)N1CCN(Cc2nc(N)nc(Nc3ccc(C)cc3C)n2)CC1,-3,-0.1,38,0,-4,-2.0,1,-1,i,-4
COc1ccccc1/C=N/Nc1cc(C)nc2ccc(C)cc12,11,2.0,6,12,-10,-0.6,-6,-9,-1.7,.
CCN(CC(=O)NCc1cccs1)C(=O)/C=C/c1ccc(OC)cc1OC,15,0.8,.,3,4,0.1,.,-1,i,-12
CC(C)(C)NC(=O)/C(=C/c1ccco1)c1ccccc1,5,.,26,1,-2,-0.9,-2,-3,-1.0,-10
C=CC[C@@H](CC(=O)N[C@H](CO)Cc1ccccc1)C(=O)N[C@@H](COC(=O)[C@@H](CC=C)CC(=O)OC(C)(C)C)Cc1ccccc1,4,1.0,.,1,-11,2.0,.,0,-0.5,4
CC1(NS(=O)(=O)c2ccc(Cl)s2)CCS(=O)(=O)C1 (stereo unspecified),-7,2.5,.,-19,1,-1.7,.,2,21,-1
COC(=O)CN1C(=O)[C@H]2[C@@H](c3ccc(C)o3)N3C(=O)CN(CCO)C(=O)[C@@]3(C)[C@H]2C1=O,-2,-0.7,20,4,-7,-1.1,-3,1,i,-14
CC(=O)N1c2ccccc2S(=O)(=O)c2ccccc21,4,-0.6,.,-1,2,-1.0,.,2,0.0,-4
C[C@@H]1CCCCO[C@@H](CN(C)CC2CCCCC2)[C@@H](C)CN([C@H](C)CO)C(=O)c2cc(NS(=O)(=O)c3ccc(Cl)cc3)ccc2O1,14,1.8,.,-1,-6,.,.,.,-4.5,.
Cn1c(=O)c(C(=O)Nc2ncccn2)c(O)c2ccccc21,1,.,-4,1,-3,15,2,5,-3.2,-5
COCCNC(=O)C(c1ccc(C)cc1)N(C(=O)CCC(=O)Nc1ccccn1)c1ccccc1C (stereo unspecified),0,0.6,19,5,2,1.1,4,0,0.6,-13
COCCN(Cc1cc2cccc(C)c2n2nnnc12)C(=O)C(F)(F)F,-7,.,5,6,0,-0.6,-5,4,-1.0,3
CCc1nnc(/N=C/c2c(O)n(-c3ccc(Cl)cn3)c(=O)c3ccccc23)s1,-3,.,-5,-11,1,0.8,-1,-2,-0.1,.
COC(=O)CCC(=O)OC1(C)C(=O)C=C2C=C(C3CC3)N(CC3CC3)C=C2C1=O (stereo unspecified),-4,-1.5,11,-2,-4,25,.,-14,-2.2,-2
Cc1nc(SC(C)C)[nH]c(=O)c1Cc1ccccc1,-8,.,12,-6,2,-0.2,-2,-6,i,-8
CCn1cc(C(=O)NCCCOC)c(=O)c2cc(S(=O)(=O)N(C)C3CCCCC3)ccc21,20,0.9,8,-5,-6,0.2,1,2,0.4,-5
Clc1ccc(Nc2nc(-c3cccs3)cs2)nc1,-5,0.7,-4,3,-5,9.1,-3,5,-6.2,-7
CN(C(=O)c1ccc2c(=O)n3c(nc2c1)CCCCC3)c1ccccc1Cl,13,2.7,20,5,7,0.0,-2,-1,-2.8,8
COCCNC(=O)COC(=O)c1[nH]c(C)c(C(C)=O)c1C,2,.,-4,1,-3,0.7,2,5,i,-4
CCc1ccc(OCC(=O)N/N=C(\C)c2ccc(O)cc2O)cc1,4,-0.6,-2,4,-4,1.9,3,11,i,.
COc1ccc2nccc(/C=C/c3ccnc4ccc(OC)cc34)c2c1,21,13*,18,-4,-29,.,-3,-7,i,-12
CC(=O)NC(=S)Nc1cccc(S(=O)(=O)NC2=NCCC2)c1,5,.,2,-5,-3,-0.5,5,-5,-1.6,-5
COc1ccc(-c2nc(CS(=O)CC(=O)NCCCN3CCCC3)c(C)o2)cc1OC (stereo unspecified),8,.,7,7,-4,0.3,2,-9,-0.7,-5
Cc1cc(NS(=O)(=O)c2ccc(NC(=O)c3ccccc3C)cc2)no1,9,0.4,12,10,-4,0.3,4,-2,-0.2,2
CCCCn1c(N)c(N(CCOC)C(=O)C2CCN(C(=O)c3ccccc3C)CC2)c(=O)[nH]c1=O,5,2.1,.,6,-1,1.7,.,0,-2.9,1
COC(=O)[C@@H]1CCCN1Cc1c(C(=O)N2CCCCC2)nc2c(C)cccn12,-1,0.3,28,-1,-1,-0.2,1,-4,-0.5,-9
CC1(C)CC(=O)C2=C(C1)c1c(ccc3ccccc13)NC2c1ccc(Br)o1 (stereo unspecified),-6,.,15,21,.,1.6,4,-14,i,-20
O=C(Cn1nc(C(F)(F)F)c2c1CCC2)N1CCN(c2ccccc2)CC1,10,.,17,1,-2,-0.3,6,-4,i,-19
CC(NCC(c1ccco1)N1CCCCC1)C(=O)NC1CCCC1 (stereo unspecified),6,0.1,29,3,-2,0.5,-1,9,0.3,-6
COCc1c(Br)c(C)nc(OCC(=O)N/N=C/c2ccc(C)o2)c1C#N,4,11*,30,4,-3,-1.6,-4,0,0.6,.
O=C(COC(=O)c1cccc(O)c1)Nc1ccc(Cl)cc1C(=O)c1ccccc1,12,0.2,-21,6,0,2.0,6,-18,-0.2,9
COCCNc1nc(Oc2ccccc2)c2sccc2n1,9,1.5,.,.,-10,.,.,.,1.3,.
CC(C)(C)C(=O)O/N=C(\N)Cc1ccc(-c2csnn2)cc1,-13,-0.8,27,4,18,2.2,4,-1,-0.7,.
COc1ccc(CCNC(=O)c2ccc(Cl)cc2Cl)cc1OC,0,1.7,10,5,-2,-0.4,-2,2,1.5,-4
CCCOc1cccn2c(N(C)C(=O)c3ccccc3F)c(CC)nc12,-2,0.6,.,.,-9,.,.,.,-3.3,.
OCCN(CC(O)Cn1ccc2ccccc21)CC(O)Cn1ccc2ccccc21 (stereo unspecified),4,.,51*,-4,.,0.5,4,-3,-0.4,-11
COc1ccccc1-c1nc(-c2cccc(C)c2)no1,8,.,-6,7,0,6.6,4,-2,i,-34
Cc1ccc(/C(O)=C2\C(=O)C(=O)N(CC(C)O)C2c2cccc(F)c2)cc1 (stereo unspecified),0,.,16,-2,-2,1.4,-4,1,i,.
N#Cc1c(C(F)(F)F)cc(-c2ccco2)nc1SCc1ccncc1,23,.,15,-1,5,2.8,-2,-6,-3.2,-7
Cc1cccc(C)c1NC(=O)CSc1nc2[nH]c(=O)cc(O)c2s1,3,0.7,.,-5,-8,0.1,.,11,-0.4,9
Cc1nc(S(=O)(=O)Nc2ccc3c(c2)OCCO3)cn1C,-3,-2.3,25,5,-5,-1.2,2,-1,i,7

# Some of these compounds in order of count of non-hydrogen atoms, lowest first.
SMILES,Y pestis TopoI,TcdB GH inh,VHR inh abs,MazEF act,Anthrax LF prot,PfHsp40 rescue,3CLpro inhibitor,Rv3671c inh,BH1578 lux ind,SSB-PriA inh
Cc1nc(S(=O)(=O)Nc2ccc3c(c2)OCCO3)cn1C,-3,-2.3,25,5,-5,-1.2,2,-1,i,7
CC(C)(C)C(=O)O/N=C(\N)Cc1ccc(-c2csnn2)cc1,-13,-0.8,27,4,18,2.2,4,-1,-0.7,.
Cc1ccc(/C(O)=C2\C(=O)C(=O)N(CC(C)O)C2c2cccc(F)c2)cc1 (stereo unspecified),0,.,16,-2,-2,1.4,-4,1,i,.
OCCN(CC(O)Cn1ccc2ccccc21)CC(O)Cn1ccc2ccccc21 (stereo unspecified),4,.,51*,-4,.,0.5,4,-3,-0.4,-11

# The results go on:
SMILES,Y pestis TopoI,TcdB GH inh,VHR inh abs,MazEF act,Anthrax LF prot,PfHsp40 rescue,3CLpro inhibitor,Rv3671c inh,BH1578 lux ind,SSB-PriA inh
O=C(NCc1ccco1)/C(=C\C=C\c1ccccc1)NC(=O)c1ccco1,-3,-0.5,13,3,-9,-0.3,1,13,-0.5,-3
COc1cc(-c2nc3cnccn3c2Nc2ccc3c(c2)OCCO3)ccc1O,-3,.,20,8,-4,-0.5,-3,-1,-0.6,22
COc1ccccc1N1CCN(C(=O)CCCC2=NS(=O)(=O)c3ccccc3N2)CC1,-9,2.0,3,3,-20,-0.7,3,0,-0.3,-7
CNC(=O)C(=O)NCC1OCCCN1S(=O)(=O)c1cccs1 (stereo unspecified),1,.,-7,-5,-2,-0.1,1,-13,-0.1,1
CN(C)CCNc1ccc(-c2n[nH]c(=O)c3ccccc23)cc1[N+](=O)[O-],1,0.5,-10,12,7,0.2,-2,.,i,2
COc1ccc(-n2nc(C(=O)NCC(=O)NCCCN3CCOCC3)c3ccccc3c2=O)cc1OC,2,-0.9,41,9,-1,0.1,-2,-8,-3.6,-23
O=C(N/N=C\c1ccco1)Nc1cccc(Cl)c1,1,0.2,-9,9,-3,0.4,0,-19,i,.
O=C(CN1C(=O)c2ccccc2C1=O)Nc1sc2c(c1C(=O)NCC1CCCO1)CCC2 (stereo unspecified),3,.,14,0,0,-1.1,2,0,-0.1,8
